Statin myotox sup – suppression of simvastatin myotoxicity. C2C12 myotubes + simvastatin, ATP luminescence, 48 h; scaled: DMSO 0, geranylgeraniol control 100. rescue of ATP level, % at 7.49 µM. 330,000 tested, 0.78% active;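 active means mean ATP rescue above about 67%, or every replicate alone reaching that limit, limit read from the data, passing the limit was not always enough; inconclusive means no clear call, values can overlap the other calls; inactive means mean under the limit and some replicate under it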;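 further: myotubes were challenged with 10 µM simvastatin during compound exposure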
SIRT5 inh – sirtuin-5 (human) deacylase inhibition | Q9NXA8 | AID 652115 | Purified SirT5, succinyl-peptide AMC, trypsin-coupled fluorescence | 330,000 tested, 1.1% active | inhibition, % at 15 µM; in the data active means inhibition above about 15%; inconclusive means no clear call, values can overlap the other calls
Target sequence (Q9NXA8 whole entry, looked up): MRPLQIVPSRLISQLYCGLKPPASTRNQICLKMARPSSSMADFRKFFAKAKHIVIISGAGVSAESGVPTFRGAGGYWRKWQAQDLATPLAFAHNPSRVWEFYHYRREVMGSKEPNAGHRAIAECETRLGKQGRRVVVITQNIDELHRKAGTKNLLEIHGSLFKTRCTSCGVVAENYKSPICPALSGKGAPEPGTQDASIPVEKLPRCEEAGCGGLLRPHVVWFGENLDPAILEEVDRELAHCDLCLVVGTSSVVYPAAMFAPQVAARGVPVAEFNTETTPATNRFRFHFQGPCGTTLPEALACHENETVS
Xi reactivation – reactivates the inactive X chromosome in mouse fibroblasts. 360,000 tested, 0.055% active. XiGFP mouse fibroblasts, % GFP-positive cells imaging, 3 d; cells co-treated with 5-aza-dC sensitizer; scaled so ellipticine positive control = 100%. activation, % at 7.58 µM;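 active means mean normalized replicate activation at least 10% and every replicate at or above 10%; inconclusive means only one of the two criteria met; inactive means mean below 10% and not all replicates reach 10%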;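 further: 0% = median of on-plate neutral control wells and 100% = ellipticine 6 µM median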
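material = 68-5-11 XiGFP fibroblast line | medium = DMEM plus 5-aza-dC sensitizer | schedule = 3 days compound exposure | benchmarks = positive control ellipticine, 6 µM final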
ERAP1 inh – ERAP1 (human) enzyme inhibition; Q9NZ08; recombinant ERAP1, Leu-AMC fluorescence, 60 min; inhibition, % at 10.7 µM; 340,000 tested, 0.15% active; AID 652197;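 active means mean replicate inhibition of at least 30%, or all replicates individually reaching that 30% level; inactive means mean below 30% and not every replicate reaching it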;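 further: 0% = neutral control wells and 100% = L-leucinethiol positive control wells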
Cneo AK release – Cryptococcus neoformans lysis via adenylate kinase release; C. neoformans lysis, adenylate kinase release luminescence, 4 h; normalised: neutral wells 0, clomiphene wells 100; lysis activity, % at 15 µM; 360,000 tested, 0.2% active; AID 651654;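 active means mean lysis activity across replicates of at least 80%, whatever share of replicates individually reach that level; inactive means mean lysis activity below 80%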
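Signal: Adenylate kinase release luminescence | Assay system: Log-phase Cryptococcus neoformans yeast cells | Input: Cells at 5 × 10^6 per mL | Buffer or medium: Fresh YPD growth medium | Compound: Single dose | Schedule: Static 4 h at 37 °C with compound, 1 h detection | Controls: Clomiphene | Read-out: Luminescence rise reflecting yeast cell lysis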
LGR2 antag – blocks bursicon-induced cAMP signaling via Drosophila LGR2; HEK293 LGR2, CRE-luciferase, bursicon-stimulated, 4 h; 380,000 tested, 0.35% active; inhibition, % at 9.99 µM; AID 720647;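 active means drop in luminescence signal, shown as inhibition above about 50% in the replicate tests, limit read from the data, passing the limit was not always enough; inconclusive means probably only some replicates passing the limit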;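 further: agonist challenge used bursicon conditioned medium at about half maximal strength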
PGC1a acetyl inh – PGC1a acetylation modulation, inhibitor mode; inhibition, % at 15.6 µM; 350,000 tested, 0.17% active; AID 651687; U2OS PGC1a acetylation, AlphaScreen anti-acetyl-lysine; with virally co-expressed GCN5 acetyltransferase;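 active means every replicate shows inhibition of at least 40%; inconclusive means mean inhibition at least 40% but some replicate below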;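 further: 0% = neutral control wells and 100% = positive control wells; some results beyond the cut were filed as inactive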
S100A4 MyoIIA – S100A4-myosin IIA interaction inhibition; P26447; inhibition, % at 10.7 µM; AID 652163; 360,000 tested, 0.14% active; S100A4/TAMRA-MyoIIA peptide fluorescence polarization;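 active means mean inhibition of at least 70% across replicates, with every replicate also reaching that level; inconclusive means mean inhibition reaches 70% but some replicates fall short; inactive means mean inhibition below 70%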
Target sequence (P26447 whole entry, looked up): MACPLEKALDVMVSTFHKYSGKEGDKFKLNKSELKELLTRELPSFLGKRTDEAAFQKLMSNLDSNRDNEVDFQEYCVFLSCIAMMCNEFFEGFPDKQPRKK
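incubation = readout 5 min after mixing, signal stable up to 60 min | system = S100A4 monomer protein | buffer or medium = HEPES pH 7.2 with CaCl2, KCl, NaCl, DTT, Triton | benchmarks = neutral control DMSO, positive control TFP | also added = fluorescent myosin IIA peptide, 5 nM | compound dosing = one concentration per compound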
* marks the source's active call; other numbers are inactive results; ? = inconclusive; · = not tested or not shown; & = joins results of further samples. The list is partial, so the mix of outcomes need not match the whole.

molecule,Statin myotox sup,SIRT5 inh,Xi reactivation,ERAP1 inh,Cneo AK release,LGR2 antag,PGC1a acetyl inh,S100A4 MyoIIA
CCc1cccc(CC)c1NC(=O)COC(=O)Cc1ccsc1,·,-1.0,0.8,-0.4,·,-10.6,·,-1.4
O=C(CN1CCN(S(=O)(=O)c2ccc(F)cc2)CC1)NCC1(N2CCOCC2)CCCCC1,-8.9,-0.3,0.0,-1.5,-0.9,17.4,·,-0.1
COCCCNC(=O)[C@@]1(CCS(=O)(=O)c2ccccc2)COC(c2ccc(OCCCO)cc2)=N1,·,-1.3,·,2.7,-6.3,·,·,4.5
O=C(COc1cc(Cl)ccc1Cl)Nc1ccc2c(c1)CCC2,·,-1.2,0.0,1.5,·,-27.0,·,-3.1
CC(NC(=O)C(=O)NCCc1c[nH]c2ccccc12)c1ccccc1 (configuration not stated),-4.7,-2.6,0.1,-0.5,-3.9,18.4,8.1,1.2
COc1ccc(NC(=O)N(C)C[C@H]2Oc3c(NC(=O)c4cnccn4)cccc3C(=O)N([C@@H](C)CO)C[C@H]2C)cc1,10.7,-0.8,-0.6,1.7,-1.4,5.6,6.3,26.0
O=C1c2ccccc2C(=O)C1Cc1cccc2ccccc12,22.1,-2.3,·,4.2,4.5,8.3,3.0,1.4
COc1ccc(/C=N/NC(=O)c2nnn(-c3nonc3N)c2C)cc1OC,-6.3,·,0.0,-0.2,-1.2,12.2,2.6,-12.9
FC(F)(F)c1ccc(N/N=C/c2cccnc2)nc1,20.9,-1.2,0.2,-0.1,4.7,-30.8,-5.1,-2.4
NC(c1ccccc1)c1csc(NC(=O)Nc2cccc(Cl)c2)n1 (configuration not stated),-2.7,-1.6,0.0,3.9,4.3,?,-2.8,-3.7
O=C(COC(=O)CCN1C(=O)c2cccc([N+](=O)[O-])c2C1=O)NCc1ccccc1,·,-4.9,-0.1,-3.9,·,-7.9,0.8,-3.0
COc1ccc(CNC(=O)C2CCCN(C(=O)Nc3ccc(OC)cc3)C2)cc1 (configuration not stated),-3.4,2.4,-0.1,0.8,0.2,12.9,-14.6,4.1
Cc1ccc(S(=O)(=O)Nc2ccc3c(c2)C(=O)N([C@H](C)CO)C[C@H](C)[C@H](CN(C)Cc2ccc(C(F)(F)F)cc2)O3)cc1,6.6,·,0.2,·,·,6.9,-6.9,·
COc1cccc(CNC(=O)C2CCN(S(=O)(=O)c3ccc4c(c3)CC(C)N4C(C)=O)CC2)c1 (configuration not stated),-12.0,-1.3,0.0,-0.7,7.1,-25.1,-10.6,0.4
Cn1cc(SCC(=O)N2CCOCC2)c2ccccc21,13.2,-0.1,0.0,-1.0,0.5,7.4,·,0.0

Profiles, quoted from the list.
CCc1cccc(CC)c1NC(=O)COC(=O)Cc1ccsc1 in the list: Statin myotox sup: ·; SIRT5 inh: -1.0; Xi reactivation: 0.8; ERAP1 inh: -0.4; Cneo AK release: ·; LGR2 antag: -10.6; PGC1a acetyl inh: ·; S100A4 MyoIIA: -1.4
COc1ccc(NC(=O)N(C)C[C@H]2Oc3c(NC(=O)c4cnccn4)cccc3C(=O)N([C@@H](C)CO)C[C@H]2C)cc1 in the list: Statin myotox sup: 10.7; SIRT5 inh: -0.8; Xi reactivation: -0.6; ERAP1 inh: 1.7; Cneo AK release: -1.4; LGR2 antag: 5.6; PGC1a acetyl inh: 6.3; S100A4 MyoIIA: 26.0

Next part
molecule,Statin myotox sup,SIRT5 inh,Xi reactivation,ERAP1 inh,Cneo AK release,LGR2 antag,PGC1a acetyl inh,S100A4 MyoIIA
Cc1ccc(-c2ccc3c(c2)O[C@@H](CN(C)C(=O)NC(C)C)[C@H](C)CN([C@@H](C)CO)S3(=O)=O)cc1,-11.6,-0.4,-1.2,-2.9,3.1,13.0,-1.0,15.3
CC(C)c1nc(SCC(=O)Nc2cccc(S(N)(=O)=O)c2)n[nH]1,21.8,·,·,·,-2.9,5.1,-10.7,·
CCc1onc(C)c1C(=O)Nc1ccc2c(c1)OCO2,15.6,0.3,0.1,1.4,1.2,-12.6,10.3,8.7
CC(=O)C1=C(O)C(=O)N(c2ccccn2)C1c1ccc(Cl)cc1 (configuration not stated),-7.4,-2.0,0.2,1.5,-3.7,-14.5,-2.7,-2.2
Cc1ccc(CNS(=O)(=O)c2cn(C)c(=O)n(C)c2=O)cc1,-5.6,1.5,0.0,-3.9,25.0,-1.0,6.4,1.7
CCOC(=O)N1CCC(N2CC34C=CC(O3)C(C(=O)Nc3ccc(C(C)C)cc3)C4C2=O)CC1 (configuration not stated),11.5,·,0.4,-3.8,-1.2,-7.1,·,-3.3
COc1ccc(O)c(C(c2c(C)[nH][nH]c2=O)c2c(C)[nH][nH]c2=O)c1,·,1.5,0.2,5.3,·,13.7,13.3,-6.3
O=C(C1CC1)N1CC(=O)N2[C@@H](CO)[C@H](c3ccc(C#CC4CCCC4)cc3)[C@@H]2C1,·,1.1,0.1,0.4,·,0.2,-12.5,-3.2
COC(=O)[C@H](CCSC)NC(=O)N1CCC(C)CC1,10.5,·,·,·,-1.9,31.6,0.4,·
C[C@@H](NCCc1ccc(O)cc1)[C@@H](O)c1ccc(O)cc1,3.4,0.2,0.1,0.3,-2.4,-13.6,7.9,-1.1
C[C@@H]1CN([C@@H](C)CO)C(=O)c2cc(NS(=O)(=O)c3ccc(Cl)cc3)ccc2O[C@@H](C)CCCCO[C@H]1CN(C)S(=O)(=O)c1ccc(Cl)cc1,·,·,-0.1,·,5.1,8.3,4.8,·
COC(=O)C(C(=O)OC)C(CC(=O)c1ccc(Br)cc1)c1ccccc1 (configuration not stated),1.2,-5.1,0.2,-1.9,-0.1,16.5,-12.2,0.9
COc1ccc(NC(=O)N2[C@@H]3CNC[C@H]2C3c2ccc(-c3ccccc3C)cc2)cc1 (some centres not stated),·,-4.8&-1.1,0.1&0.0,2.6&-1.7,·,10.6&-10.5,1.0&2.3,47.4&1.7
O=C(NCCN1CCCC1)[C@H]1N[C@H]2c3ccc(C4=CCCCC4)c(=O)n3C[C@H]2[C@@H]1CO,-7.1,-16.3,0.0,-3.0,-1.7,-11.2,8.7,3.9
COc1ccc(CN(C)C[C@@H]2Oc3ccc(NS(=O)(=O)c4ccc(C)cc4)cc3CC(=O)N([C@@H](C)CO)C[C@H]2C)cc1,·,0.7,-0.1,4.4,·,15.6,-12.5,-3.5

The results go on.
molecule,Statin myotox sup,SIRT5 inh,Xi reactivation,ERAP1 inh,Cneo AK release,LGR2 antag,PGC1a acetyl inh,S100A4 MyoIIA
C[C@H](CO)N1C[C@H](C)[C@@H](CN(C)S(=O)(=O)c2ccc(F)cc2)Oc2ccc(NC(=O)Nc3ccc(F)cc3)cc2CC1=O,3.6,1.2,0.1,0.1,50.4,1.8,9.5,-1.0
COc1ccc(NC(=O)Nc2cccc3c2O[C@H](CN(C)C(=O)Nc2ccccc2)[C@H](C)CN([C@@H](C)CO)C3=O)cc1,-9.3,-2.4,-1.1,·,-0.6,-11.8,11.5,8.4
Cc1cc(C)n(S(=O)(=O)c2ccccc2)n1,·,-4.5,0.0,-1.0,-0.7,-2.6,6.3,3.0
O=C(NCC[C@@H]1CC[C@@H](NC(=O)C2CC2)[C@@H](CO)O1)c1cc(Cl)cc(Cl)c1,-5.9,7.4,0.2,-1.6,0.6,18.1,-1.3,-28.1
O=C(NCC1CCCO1)C1CCN(C2CCN(C(=O)C3CCCCC3)CC2)CC1 (configuration not stated),4.4,2.3,0.0,-1.6,-4.6,-21.5,7.9,-18.0
CC(NC(=O)Cn1cc2c(n1)CCCCC2)c1ccccc1 (configuration not stated),-8.6,·,0.3,·,0.3,-1.6,·,-0.5
CC1CCN(CC(=O)Nc2ccc(S(=O)(=O)NC3CC3)cc2)CC1,1.0,-0.6,0.0,-1.0,2.0,-1.6,-0.4,-5.0
C/C(=N\NC(=O)c1nonc1N)c1cccs1,·,2.3,0.0,1.0,-3.3,-4.3,8.3,4.6
COCC#Cc1ccc([C@@H]2[C@H](CO)N3C(=O)CN(C(=O)c4ccncc4)C[C@@H]23)cc1,·,-0.9,0.1,5.2,·,7.7,-2.6,4.4
COCC(=O)N(C)C[C@@H]1Oc2ncc(C#CCC3CCCC3)cc2C(=O)N([C@@H](C)CO)C[C@H]1C,27.6,6.9,-1.0,2.5,103.2*,-8.7,-1.2,3.5
O=C(c1cccc([N+](=O)[O-])c1)N1CCN(S(=O)(=O)N2CCCCC2)CC1,-3.7,-0.9,0.0,-1.9,-0.6,5.0,·,-1.9
CCC(=O)Nc1ccc2c(c1)OC[C@@H](C)N(CC1CC1)C[C@@H](C)[C@H](OC)CN(C)C2=O,0.2,4.3,0.0,-3.4,-7.9,-15.1,1.7,0.7
COc1ccc(Cn2c(C(C)C)nc3sc4ccccc4c(=O)c3c2=O)cc1,·,0.1,0.0,·,1.8,·,5.6,-2.2
O=C1CC(c2ccccc2)Oc2cc(O)cc(O)c21 (configuration not stated),12.6,1.4,·,-2.1,-0.4,·,-8.4,-9.3
CCOC(=O)N1CCN(CCC(=O)c2ccc(Br)cc2)CC1,-10.4,-4.3,0.0,1.3,-0.7,-10.4,·,0.1

(list continues)
molecule,Statin myotox sup,SIRT5 inh,Xi reactivation,ERAP1 inh,Cneo AK release,LGR2 antag,PGC1a acetyl inh,S100A4 MyoIIA
COc1cccc(Nc2nc(-c3ccccc3)nc3ccccc23)c1,-57.7,-1.0,0.2,1.4,-1.7,12.8,·,-8.7
COC(=O)N/N=C/c1cn(Cc2ccc(F)cc2)c2ccccc12,·,-4.1,0.3,1.7,·,16.6,0.2,3.1
CNC(=S)NCCc1ccc(OC)c(OC)c1,·,2.1,-0.1,1.8,·,0.6,·,-1.5
COc1ccc(S(=O)(=O)N2CCC(C(=O)NC3CC3)CC2)cc1,-2.2,2.6,0.0,-4.9,1.5,-24.0,-6.5,2.3
Cc1cccc(C(=O)Nc2cccc(OC(=O)c3cccc(C)c3)c2)c1,-3.8,-10.2,·,-0.1,-8.3,-28.7,·,10.6
C/C=C/c1ccc(OCCOCCNCc2ccccc2)c(OC)c1,1.3,-1.2,0.0,-5.9,4.4,-1.2,·,0.7
O=C(C1=C[C@H](C2CCCCC2)C[C@H](OCc2ccc(CO)cc2)O1)N1CCOCC1,-5.4,7.2&-2.0,0.0,1.1&1.3,8.2&-4.6,1.7,7.7&1.4,6.0&6.4
